Compound activity (PubChem BioAssay)
TAAR1 ag: human TAAR1 agonism; 360,000 compounds, 0.99% hits; CHO RD-HGA16 TAAR1, Fluo-8 calcium fluorescence; vehicle wells 0%, saturating PEA agonist 100%; AID 624467; activation, % at 3 µM; Q96RJ0;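 active = activation above the mean activation of all test compounds in the run plus 3 SD, cut at about 38% in these data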
Target sequence (Q96RJ0 whole entry, looked up): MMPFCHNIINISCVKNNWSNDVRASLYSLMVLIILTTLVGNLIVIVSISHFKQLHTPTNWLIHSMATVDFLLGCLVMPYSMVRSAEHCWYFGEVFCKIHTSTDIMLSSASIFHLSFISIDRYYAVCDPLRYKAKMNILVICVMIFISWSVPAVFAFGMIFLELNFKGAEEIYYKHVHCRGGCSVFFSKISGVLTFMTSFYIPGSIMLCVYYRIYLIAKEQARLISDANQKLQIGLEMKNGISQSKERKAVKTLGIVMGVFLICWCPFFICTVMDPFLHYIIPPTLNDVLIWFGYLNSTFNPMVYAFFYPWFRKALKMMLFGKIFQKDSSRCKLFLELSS
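Signal – calcium-sensitive Fluo-8 signal, excitation 470-495, emission 515-575 nm · System – RD-HGA16 (CHO) cells co-expressing Gα16 and hTAAR1 · Incubation – 17-24 h seeding, 75 min 37 °C dye, 30 min RT · Compound dosing – 3 µM single concentration · Repeats – no replicates (n 1)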
CHRM1 agonist: agonists of human M1 muscarinic receptor. P11229. CHO-K1 hM1, Fluo-8 calcium fluorescence, agonist mode; 0% DMSO, 100% acetylcholine EC100. activation, % at 3 µM. 360,000 compounds, 0.33% hits. AID 588814;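 active = activation above the run's mean compound activation plus 3 SD, cut at about 16% in these data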;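 also: peak over basal fluorescence ratio within a 140 s kinetic read after compound addition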
Target sequence (P11229 whole entry, looked up): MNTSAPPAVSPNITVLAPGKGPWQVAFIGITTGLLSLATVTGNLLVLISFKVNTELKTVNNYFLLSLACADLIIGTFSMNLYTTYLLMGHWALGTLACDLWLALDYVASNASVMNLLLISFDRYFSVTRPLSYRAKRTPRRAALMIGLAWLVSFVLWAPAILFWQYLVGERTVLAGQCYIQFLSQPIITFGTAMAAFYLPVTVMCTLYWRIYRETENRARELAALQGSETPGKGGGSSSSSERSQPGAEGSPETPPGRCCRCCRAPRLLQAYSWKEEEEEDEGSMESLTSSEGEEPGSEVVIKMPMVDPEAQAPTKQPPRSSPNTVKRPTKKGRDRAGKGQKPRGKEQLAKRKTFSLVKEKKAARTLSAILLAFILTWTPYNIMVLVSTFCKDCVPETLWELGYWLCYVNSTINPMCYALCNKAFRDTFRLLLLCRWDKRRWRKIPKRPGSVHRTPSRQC
CHO-K1 Ca antag: nonselective inhibitor or artifact in parental CHO-K1 cells; ATP-induced calcium, Fluo-8 fluorescence; inhibition, % at 3 µM; 360,000 compounds, 0.6% hits; AID 602250;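 active = inhibition above a per-plate cutoff, the plate's mean sample inhibition plus 3 SD, cut at about 24% in these data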;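 also: 0% = DMSO plus EC80 ATP and 100% = DMSO alone without ATP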
M1 ag parental: nonselective activator or artifact in parental CHO-K1 cells. Fluo-8 calcium fluorescence; scaled to maximal ATP response, vehicle zero. activation, % at 3 µM. 360,000 compounds, 0.48% hits. AID 602248; in the data active = activation above about 15%;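 also: untransfected CHO-K1 host cells lacking M1 receptor as counterscreen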
CHRM1 PAM: positive allosteric modulators of human M1 muscarinic receptor; activation, % at 3 µM; 360,000 compounds, 0.088% hits; P11229; CHO-K1 hM1, Fluo-8 calcium fluorescence, ACh EC20; 0% = ACh EC20, 100% = maximal ACh; AID 588819; in the data active = activation above about 19%, passing the limit was not always enough
TAAR1 antag: human TAAR1 antagonism. CHO RD-HGA16 TAAR1, Fluo-8 calcium fluorescence, antagonist. inhibition, % at 3 µM. 360,000 compounds, 1.5% hits;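 active = inhibition above a per-plate cutoff, the mean inhibition of test compounds on that plate plus 3 SD, cut at about 49% in these data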;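 also: 0% = DMSO plus EC80 beta-PEA response and 100% = DMSO alone without agonist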
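Test system: RD-HGA16 CHO cells with stable hTAAR1 and Gα16 / Probe or stimulus: EC80 β-phenethylamine stimulus / Times: seeding 17-24 h prior, 75-min 37 °C, 30-min RT dye loading / Detection: Fluo-8 calcium-sensitive fluorescence / Read-out basis: % inhibition scaled between DMSO and EC80 PEA controls / Repeats: singlicate, one well per test compound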
CHO parental Ca: counter-screen for OX1R antagonists: effect in parental CHO cells; parental CHO-K1, ATP-induced calcium, Fluo-8 fluorescence; inhibition, % at 5.6 µM; 330,000 compounds, 0.63% hits;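 active = inhibition above that plate's mean sample inhibition plus 3 SD, cut at about 26% in these data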;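 also: 0% = ATP-challenged DMSO wells and 100% = DMSO wells without ATP; some compounds past the cut are filed as inactive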
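Test system: parental CHO cells; detection: calcium-sensitive Fluo-8 fluorescence; evaluation: percent inhibition of calcium signal; also added: ATP as calcium-mobilizing challenge; repeats: one well per compound; control set: ATP-challenged DMSO wells low, unchallenged DMSO wells high; compound: single nominal dose of 5.6 µM per compound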
M1 antag: human CHRM1 antagonism; CHO-K1 hM1, Fluo-8 calcium fluorescence, ACh EC80 antagonist; P11229; inhibition, % at 3 µM; 360,000 compounds, 1.3% hits;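 active = percent inhibition above its own plate's cutoff, namely the mean of that plate's compound wells plus 3 SD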;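 also: peak over basal fluorescence ratio during 140 s after agonist addition; 0% = ACh EC80 plus DMSO and 100% = DMSO alone without agonist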
CHO-K1 Ca PAM: nonselective activator or artifact in parental CHO-K1 calcium assay; ATP EC20, Fluo-8 calcium fluorescence; 0% at ATP EC20, 100% at ATP max; 360,000 compounds, 0.02% hits; activation, % at 3 µM; AID 602247;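 active = activation above the run cutoff, the mean activation of all test compounds plus 3 SD, cut at about 40% in these data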;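 also: peak over basal fluorescence ratio in a 140 s read after ATP addition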
Numbers without * were called inactive; nt = not tested or not shown.

SMILES	TAAR1 ag	CHRM1 agonist	CHO-K1 Ca antag	M1 ag parental	CHRM1 PAM	TAAR1 antag	CHO parental Ca	M1 antag	CHO-K1 Ca PAM
O=C(COC(=O)CNC(=O)c1ccccc1F)Nc1ccc2c(c1)OCCO2	3	-5	0	1.5	2	2	-5	-4	8
O=C(COc1ccc(Br)cc1)Nc1ccc(S(=O)(=O)Nc2ccccn2)cc1	21	8	-5	7.3	2	4	-1	4	4
O=C(Nc1nc2c(s1)CCc1ccccc1-2)c1cccs1	-6	-4	21	-0.5	4	-11	-20	-3	-8
CCCCN(C(=O)c1cccc(S(=O)(=O)N2CCOCC2)c1)c1c(N)n(CCC)c(=O)[nH]c1=O	-2	-1	-7	0.2	8	-6	-11	-3	5
COc1ccc(-c2csc(NC(=O)C3CC(=O)N(Cc4ccccc4)C3)n2)cc1OC (stereo not given)	17	0	-3	8.2	-2	33	-23	1	-5
N=C1C(c2ccccc2)=C(O)CN1c1cccc(S(=O)(=O)Nc2cccc(C(F)(F)F)c2)c1	1	-4	7	-0.1	10	-12	-8	-3	4
COc1cccc(NS(=O)(=O)c2ccc(NC(C)=O)cc2)c1	4	-1	-4	4.7	2	12	-4	0	5
Cc1cccc(OCc2nnc(SCC(=O)O)n2Cc2ccccc2)c1	1	-3	-11	4.5	0	-16	4	9	5
O=C(Oc1ccccc1)c1ccc2c(c1)C(=O)N(Cc1ccncc1)C2=O	5	5	-10	11	-3	11	-13	9	16
NC(N)=NCCC[C@H](NC(=O)OCc1ccccc1)C(=O)O	13	-3	-13	0.2	5	2	-1	-15	7
CCc1c(C)nc(SC/C=C/c2ccccc2)[nH]c1=O	nt	1	-7	8.6	-4	nt	-5	8	-19
Cc1c(C)c2ccc(OS(C)(=O)=O)c(C)c2oc1=O	1	-6	6	0.2	-4	-8	-7	1	-10

2 compounds from above, limited to TAAR1 ag, CHRM1 agonist and CHRM1 PAM:
Structure,TAAR1 ag,CHRM1 agonist,CHRM1 PAM
O=C(COc1ccc(Br)cc1)Nc1ccc(S(=O)(=O)Nc2ccccn2)cc1,21,8,2
O=C(Nc1nc2c(s1)CCc1ccccc1-2)c1cccs1,-6,-4,4

(listing goes on)
SMILES	TAAR1 ag	CHRM1 agonist	CHO-K1 Ca antag	M1 ag parental	CHRM1 PAM	TAAR1 antag	CHO parental Ca	M1 antag	CHO-K1 Ca PAM
O=Cc1ccc(Oc2cnccn2)cc1	6	1	11	-0.1	12	-5	7	-5	-10
Cc1ccc(C)c(NC(=O)COC(=O)c2ccc(S(=O)(=O)N3CCCCC3)cc2)c1	-3	0	0	0.4	6	5	-2	-5	-7
OCCNCCSc1nc(C2CCCCC2)n(-c2ccccc2Cl)n1	3	-7	-16	1.9	-6	-6	-32	4	22
Nc1ccc(C(=O)N2CCCC2)cc1	0	-4	14	-0.5	-2	7	-11	4	-7
O=C(NC(Cc1c[nH]c2ccccc12)C(=O)NCCCN1CCOCC1)c1cccs1 (stereo not given)	0	-4	-19	0.1	6	-1	-12	-11	13
Nc1c(-c2cccc(Cl)c2)cnn1-c1cccc([N+](=O)[O-])c1	2	-5	-1	1.7	-10	12	-1	19	9
C=CCOn1c(=O)c(-c2ccc(OCC)cc2)[n+]([O-])c2ccccc21	0	-1	-11	4.8	8	-6	-12	-7	9
COc1ccccc1N1CCN(C2CCN(C(=O)COc3cccc(C)c3)CC2)CC1	0	-13	-4	-0.1	-8	7	-23	5	13
Cc1ccc(NC(=O)c2ccc(S(=O)(=O)NCC3CCCO3)cc2)cc1 (stereo not given)	5	-5	-10	3.2	6	-24	-17	-5	13
COc1ccc(-c2cnc3c(NC=O)cc(-c4cccc(NS(C)(=O)=O)c4)cn23)cc1OC	3	-6	8	-0.5	-6	23	nt	11	-13
Cc1ccc(S(=O)(=O)N2CCCC(C(=O)NC3CCCC3)C2)cc1Cl (stereo not given)	3	-2	-7	1.3	5	-9	-10	-5	10
c1cc2c(cnc3cscc32)s1	2	-3	-3	0.0	-3	4	4	4	11
CCCCN(C(C)=O)c1c(N)n(CCC)c(=O)n(CC(=O)Nc2cc(Cl)cc(Cl)c2)c1=O	12	-6	-2	1.6	-9	-1	-21	5	4
O=C1C2CC=C(Cl)CC2C(=O)N1CCc1c[nH]c2ccccc12 (stereo not given)	2	-6	2	1.1	-2	6	-6	13	5
CC(C)Nc1nc(Nc2ccccc2Cl)c2sccc2n1	5	-6	-10	2.4	-1	-12	nt	-12	9
COc1ccc(S(=O)(=O)n2ccc(C)n2)cc1C	16	-10	-24	0.3	5	-11	-7	-8	-3
CCOC(=O)Cc1csc(NC(=S)NC(=O)c2cc(OC)cc(OC)c2)n1	6	-3	-14	-0.1	4	12	-6	-5	3
COc1ccc(C(=O)NC(C)c2nccs2)cc1OC1CCN(C(C)C)CC1 (stereo not given)	2	-2	-8	0.2	8	-16	4	-11	4
COC(=O)c1sc2ccc(C)cc2c1C(=O)OC	-2	-5	-2	0.4	-4	-14	-11	6	19
O=C1CC(c2ccc(S(=O)(=O)N3CCCCC3)cc2)CN1 (stereo not given)	0	-3	4	0.0	-8	-3	0	20	-8
C/C(=N/NC(=O)CNC(=O)c1cccc(F)c1)c1ccc2c(c1)CCCC2	2	-10	-4	0.7	12	7	-6	-6	21
CCOc1ccc(C(=O)NCC(=O)N2CCC3(CC2)NCCc2[nH]cnc23)cc1	5	-10	-11	1.1	2	-20	-7	-2	17
Cc1ccc(NC(=O)c2ccccc2)cc1C	2	-8	-9	-0.6	10	-2	-12	-7	8
CCN(CC)c1nc(Oc2ccc(C(=O)NN)cc2)nc(Oc2ccc(C(=O)NN)cc2)n1	-1	-3	-18	0.9	9	-5	nt	-5	-2
O=C(O)COc1ccccc1/C=N/NC(=O)/C(=C\c1ccc2c(c1)OCO2)NC(=O)c1ccccc1	11	-5	-6	0.5	15	1	-10	-13	23
Cc1cc(C)c(C)c(S(=O)(=O)N2CCN(C(=O)c3ccccn3)CC2)c1C	3	-1	-10	1.5	4	-1	-27	-7	6
CN(C)c1ccc(P(=O)(OCc2ccccc2)C(O)c2ccccc2F)cc1 (stereo not given)	9	-4	-13	0.9	8	8	-30	-16	4
CC(C)CNC(=O)C1(C)CCCN1C(=O)c1cccnc1Oc1ccccc1 (stereo not given)	1	1	0	0.0	-2	-18	nt	1	-7
COc1cc(C(C#N)N2CCC(c3ccccc3)=N2)ccc1O (stereo not given)	-3	-3	-12	-0.2	5	-1	9	-8	9
CC1=C(C)CC(C(=O)c2ccccc2)C(C(=O)O)C1 (stereo not given)	3	0	-18	0.7	9	-9	-8	-24	20
Cc1nnc(N2C(=O)c3cccc4cccc(c34)C2=O)s1	6	-3	-17	0.3	9	2	9	-13	22
O=C(NCCc1ccc(Cl)cc1)C1CCN(c2cnccn2)CC1	10	-6	-2	1.2	0	-4	5	-3	13
Cc1ccc2c(c1)N(C(=O)CCC(=O)NCCCN1CCC(Cc3ccccc3)CC1)CCO2	6	-11	-3	0.8	-16	-14	-3	21	24
COc1ccc(-c2cc(=O)oc3c(C)c(OC(C)C(=O)Nc4ccc(CN5CCOCC5)cc4)ccc23)cc1 (stereo not given)	4	-2	-23	3.1	1	-36	-17	-5	24
NNC(=O)c1nc(-c2cccc(-n3cccc3)c2)no1	-2	-4	-13	1.7	9	-48	-13	-14	24
CCc1n[nH]c(=S)n1/N=C/c1ccc(N(CC)CC)cc1	-3	-8	-20	-0.3	4	-24	-23	-4	-8
CC1(c2ccc(OC(F)F)cc2)NC(=O)N(CC(=O)NC2CCCC2)C1=O (stereo not given)	12	4	-8	2.3	6	7	-25	0	1
CCOC(=O)c1cnc2c(c(C)nn2C)c1Oc1ccc(Cl)cc1	5	-4	-7	-0.3	7	-9	-22	-10	10
O=C(O)CC1C(=O)OCN1C(=O)OCc1ccccc1 (stereo not given)	4	0	-12	0.1	4	-2	-3	-15	12
CCOC(=O)C(NCc1ccccc1OC)(NC(=O)CC)C(F)(F)F (stereo not given)	3	0	6	0.1	-3	-6	-5	-4	10
C/C(=N\NC(=S)NCc1ccccc1)c1ccc2ccccc2c1	14	-4	-6	3.9	-2	2	-15	5	11
Cc1c(NC(=O)CNCc2ccc3c(c2)OCO3)c(=O)n(-c2ccccc2)n1C	2	-6	-14	0.3	-1	-10	-1	-27	7
COc1ccc(NC(=O)NS(=O)(=O)c2ccc(C)cc2)cn1	17	3	-4	5.1	4	15	nt	-10	-4
COc1cc(/C=C/c2cccc[n+]2C)ccc1OCC(=O)Nc1ccccc1C	-2	-13	3	-0.2	-8	1	-5	12	-13

By substructure: the compounds so far with a Cl atom.
SMILES	TAAR1 ag	CHRM1 agonist	CHO-K1 Ca antag	M1 ag parental	CHRM1 PAM	TAAR1 antag	CHO parental Ca	M1 antag	CHO-K1 Ca PAM
OCCNCCSc1nc(C2CCCCC2)n(-c2ccccc2Cl)n1	3	-7	-16	1.9	-6	-6	-32	4	22
Nc1c(-c2cccc(Cl)c2)cnn1-c1cccc([N+](=O)[O-])c1	2	-5	-1	1.7	-10	12	-1	19	9
Cc1ccc(S(=O)(=O)N2CCCC(C(=O)NC3CCCC3)C2)cc1Cl (stereo not given)	3	-2	-7	1.3	5	-9	-10	-5	10
CCCCN(C(C)=O)c1c(N)n(CCC)c(=O)n(CC(=O)Nc2cc(Cl)cc(Cl)c2)c1=O	12	-6	-2	1.6	-9	-1	-21	5	4
O=C1C2CC=C(Cl)CC2C(=O)N1CCc1c[nH]c2ccccc12 (stereo not given)	2	-6	2	1.1	-2	6	-6	13	5
CC(C)Nc1nc(Nc2ccccc2Cl)c2sccc2n1	5	-6	-10	2.4	-1	-12	nt	-12	9
O=C(NCCc1ccc(Cl)cc1)C1CCN(c2cnccn2)CC1	10	-6	-2	1.2	0	-4	5	-3	13
CCOC(=O)c1cnc2c(c(C)nn2C)c1Oc1ccc(Cl)cc1	5	-4	-7	-0.3	7	-9	-22	-10	10

No enrichment for hits; 4.4% or so of the library scored in one or more.
